# EphB4 antag – blocks human EphB4 binding to ephrin-B2. P54760. inhibition, % at 7 µM. EphB4 LBD / TNYL-RAW-Alexa532 peptide, fluorescence polarization. 97,000 tested, 0.15% active;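 active = inhibition above the screen-wide mean inhibition plus 3 SD, cut at about 15% in these data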;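 also: 0% = DMSO wells and 100% = excess unlabeled TNYL-RAW peptide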
# PostGolgi ctrl – yeast control strain growth, post-Golgi counter-screen; inhibition, % at 10 µM; efflux-deficient yeast background strain, growth absorbance A615, 16 h; AID 738; 98,000 tested, 5% active
# Rev-RRE block – HIV Rev-RRE protein-RNA interaction inhibition | P05866 | Rev peptide-RRE RNA binding, FRET | inhibition, % at 8 µM | 97,000 tested, 0.79% active;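 active = inhibition above the screen-wide mean plus 3 SD, cut at about 35% in these data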;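 also: 0% = median DMSO wells and 100% = median Neomycin B control wells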
#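 Test system: Cy5-tagged RRE RNA duplex with fluorescein-tagged Rev peptide | Read-out: % inhibition of FRET ratio versus controls | Probe or stimulus: Labelled Rev peptide | Incubation: 5 min RNA-compound premix plus 15 min binding step, 25 °C | Technique: FRET fluorescence readout | Benchmarks: DMSO low control, neomycin B high control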
# PostGolgi yeast – growth inhibition of a yeast mutant, post-Golgi transport screen. inhibition, % at 10 µM. post-Golgi transport phenotypic cell assay. AID 739. 98,000 tested, 0.9% active;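 also: yeast cells grown in 1536-well plates; yeast grown about 18 h at 30C before absorbance read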
# FAK inh – inhibitors of human focal adhesion kinase; Q05397; biochemical FAK kinase activity assay; inhibition, %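 (tested at 7 µM)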; 97,000 tested, 0.84% active; AID 727; in the data active = inhibition above about 19%;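 also: 0% = DMSO and 100% = reference compound high control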
# Target sequence (Q05397 whole entry, looked up): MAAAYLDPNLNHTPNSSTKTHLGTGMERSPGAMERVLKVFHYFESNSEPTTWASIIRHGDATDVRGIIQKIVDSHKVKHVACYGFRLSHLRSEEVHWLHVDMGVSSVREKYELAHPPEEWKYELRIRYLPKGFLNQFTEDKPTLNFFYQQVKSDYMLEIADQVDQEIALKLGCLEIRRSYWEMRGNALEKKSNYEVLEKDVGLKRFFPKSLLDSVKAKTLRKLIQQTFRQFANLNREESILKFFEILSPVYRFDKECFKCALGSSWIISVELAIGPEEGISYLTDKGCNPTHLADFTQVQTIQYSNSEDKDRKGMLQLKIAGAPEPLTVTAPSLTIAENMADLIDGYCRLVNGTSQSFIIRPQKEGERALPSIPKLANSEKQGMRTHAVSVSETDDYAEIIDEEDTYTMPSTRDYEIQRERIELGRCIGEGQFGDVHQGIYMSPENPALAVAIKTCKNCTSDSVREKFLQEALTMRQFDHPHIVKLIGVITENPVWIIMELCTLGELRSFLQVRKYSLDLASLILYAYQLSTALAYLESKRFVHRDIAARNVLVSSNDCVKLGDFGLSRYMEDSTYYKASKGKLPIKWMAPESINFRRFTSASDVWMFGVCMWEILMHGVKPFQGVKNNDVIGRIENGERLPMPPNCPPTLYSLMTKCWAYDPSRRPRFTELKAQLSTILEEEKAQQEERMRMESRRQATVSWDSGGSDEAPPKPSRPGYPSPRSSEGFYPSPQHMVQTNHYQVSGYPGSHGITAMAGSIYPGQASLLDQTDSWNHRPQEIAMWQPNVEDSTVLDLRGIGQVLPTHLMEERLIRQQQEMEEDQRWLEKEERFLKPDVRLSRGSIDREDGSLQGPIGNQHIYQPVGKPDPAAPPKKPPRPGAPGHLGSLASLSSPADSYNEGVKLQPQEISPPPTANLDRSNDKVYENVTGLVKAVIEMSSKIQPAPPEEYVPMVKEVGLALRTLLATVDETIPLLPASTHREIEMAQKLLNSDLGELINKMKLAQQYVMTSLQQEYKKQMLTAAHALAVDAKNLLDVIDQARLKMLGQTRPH
# LYP act – increases human PTPN22 phosphatase activity; Q9Y2R2; recombinant LYP, DiFMUP fluorescence; 0 = plate median, 100 = signal doubled; activation, % at 2 µM; 96,000 tested, 0.11% active; AID 697;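 active = activation at 2 µM above a set limit, the mean plus 5 SD, cut at about 37% in these data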
# S1P2 ag – activates the human S1P2 receptor | O95136 | S1P2-expressing cell line, agonist reporter read-out | activation, % at 4.5 µM | 97,000 tested, 0.46% active | AID 729; in the data active = activation above about 16%;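 also: 0% = vehicle low control and 100% = maximal reference agonist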
# S1P2 blocker – antagonists of human S1P2 receptor. 97,000 tested, 0.21% active. cell-based S1P2 antagonist assay, inhibition at 5 uM. inhibition, % at 5 µM. O95136; in the data active = inhibition above about 45%;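 also: CRE beta-lactamase reporter cells expressing human S1P2 stimulated with S1P; 0% = agonist at EC80 alone and 100% = agonist plus reference antagonist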
# PTPN22 inh 2 – blocks human PTPN22 phosphatase activity; Q9Y2R2; recombinant LYP catalytic domain, DiFMUP fluorescence; inhibition, % at 2 µM; 96,000 tested, 0.21% active; AID 640;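 active = inhibition at 2 µM at or above a set limit, the screen mean plus 3 SD, cut at about 24% in these data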;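 also: 0% = DMSO with enzyme and 100% = enzyme fully blocked by orthovanadate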
# The depositor's hits bear a star; / = no result given; [ ] = another dose, or the depositor's remark. Rule as the data show it, unless noted: active = inhibition above about 30%; inactive = the rest.
Molecule,EphB4 antag,LYP act,PTPN22 inh 2,Rev-RRE block,PostGolgi ctrl,PostGolgi yeast,FAK inh,S1P2 blocker,S1P2 ag
CC1CCCN(CC(O)COCC2COc3ccccc3O2)C1 (stereo not drawn),7,-6,10,1,20,2,-1,4,-4
CC1=C(C(=O)OCC2CCCO2)C(c2ccccc2OC(C)C)C2=C(CC(c3ccco3)CC2=O)N1 (stereo not drawn),-6,4,-4,-2,24,-7,0,-19,4
O=C(Cc1ccc(NS(=O)(=O)c2ccc(F)cc2)cc1)NCc1ccccc1,1,-5,8,4,-1,-7,1,-2,-5
Nc1nnc(SCC(=O)Nc2ccc(S(=O)(=O)N3CCOCC3)cc2)s1,7,-27,26*,11,-3,21,-1,2,-5
COc1ccc(N2CCC(CNC(=O)Nc3ccc(OC)cc3OC)C2)cc1 (stereo not drawn),-8,-2,1,1,-9,-8,-1,-23,-2
CCOC(=O)Cc1cc(=O)[nH]c(/N=C(\N)Nc2ccc(C)cc2C)n1,-1,3,-2,1,4,-4,-2,5,-6
Cc1ccnc(NS(=O)(=O)c2ccc(Oc3ccccc3)cc2)c1,6,-6,8,12,12,-8,-1,16,-2
CC1(C)NC(=O)N(CCOCCOc2cccc(Oc3ccccc3)c2)C1=O,-10,-1,0,9,-12,-6,0,-31,3
O=C(O)CSCC(=O)Nc1cccc2ccccc12,1,4,-5,3,2,-2,-4,13,-8
O=C(c1cccc(S(=O)(=O)N2CCOCC2)c1)N1CCCC1,1,4,-3,8,-8,7,0,-7,-6
COc1ccc(S(=O)(=O)N(CC(=O)Nc2cccnc2)c2ccccc2OC)cc1,3,0,1,7,21,5,0,-2,-2
CCc1ccc(OCC(=O)N2CCN=C2c2ccccc2)cc1,0,5,-4,1,-3,2,0,-17,-2
Cc1ccc(C2NS(=O)(=O)N=C2N)cc1 (stereo not drawn),-2,-10,9,6,-7,0,-1,-4,-1
Cc1ccc(C(=O)CSc2nnc(-c3ccccc3)o2)cc1,2,-6,4,5,/,/,-1,0,-3
CCC1=NNc2cccc3c(OC)ccc1c23,14,-20,22,1,-2,-13,82*,-5,-5
O=C(N1CCOCC1)C12CC3CC(C1)CC(C(=O)N1CCOCC1)(C3)C2,-7,12,-13,1,5,1,-2,18,-3
[O-][N+]12CC[N+]([O-])(CC1)c1ccccc12,-6,-2,2,1,3,-3,2,-11,-3
Nc1cccc2c1C(=O)N(C(=O)c1ccc(Cl)c(S(=O)(=O)N3CCCCCC3)c1)C2=O,-2,1,2,12,4,3,2,8,-9
CCC(=O)Nc1ccc(Oc2ccc3c(c2)C(=O)N(c2ccc(O)cc2)C3=O)cc1,-5,5,-4,2,2,2,0,-3,-6
c1ccc2cc3[nH]c(CN4CCOCC4)nc3cc2c1,-1,-2,5,5,/,/,0,0,-3
Cn1c(Cn2cnc(Cl)c2Cl)nc2ccccc21,0,0,0,4,4,7,-2,10,1
O=C(Nc1ccc(Oc2ccc(NC(=O)c3ccco3)c(NC(=O)c3ccco3)c2)cc1)c1ccco1,1,-12,12,3,5,-11,1,-35,-2
O=C(CCSc1nc2ccccc2o1)N1CCOCC1,3,1,4,18,3,-1,-1,-7,-6
CC1CCCN(C(=O)CN2CCN(C(=O)c3ccco3)CC2)C1 (stereo not drawn),5,4,-1,9,-5,17,-1,23,-9
COc1ccc(C)cc1S(=O)(=O)NC1CCCC1,-7,-7,6,1,-2,2,0,-27,0
CC(=NCc1ccccc1)C1=C(O)COC1=O,-2,4,-4,3,1,-4,4,-1,-2
O=c1cc(N2CCc3ccccc3C2)[nH]c(=O)n1-c1ccccc1Cl,2,-3,2,12,-4,-1,4,19,-6
COc1ccc(C(CC(=O)NCCN2CCOCC2)NS(=O)(=O)c2ccc(C)cc2)cc1 (stereo not drawn),8,8,-7,7,25,2,-1,-6,-4
Cc1ccc(-c2nnc3n2CCCCC3)cc1,3,0,-1,1,13,2,0,1,-1
CN(C(=O)c1cccc(C#N)c1)c1nnc(C2CCOC2)s1 (stereo not drawn),-8,0,-2,5,5,2,1,2,-6
CCOC(=O)CSc1nnc(CNC(=O)c2cccs2)n1-c1cccc(C)c1,-5,-2,0,5,-13,-5,-2,-21,-8
CC(=O)NS(=O)(=O)c1ccc(NC(=S)NC(=O)C(C)(C)C)cc1,0,4,-3,3,-6,-4,5,2,-11
COc1ccc(O)c(C(=O)c2cc(C#N)c(=O)n(-c3c(C)n(C)n(-c4ccccc4)c3=O)c2)c1,-7,-6,6,92*[fluorescence artefact?],4,5,-3,9,-9
CCC(C)NS(=O)(=O)c1ccc(OCC(=O)Nc2ccc3c(c2)OCO3)cc1 (stereo not drawn),5,3,-1,13,4,-3,-1,1,-3
Cc1cc(C)c(OCC(=O)Nc2ccc3c(c2)OCO3)cc1C,6,-2,1,6,-1,2,2,7,-5
Cc1cc(C)c(S(=O)(=O)NCc2cn3c(C)csc3n2)c(C)c1,-6,10,-12,-3,-2,-12,5,13,-5
Cc1ccc(C2=NNC(=O)C(c3ccc(Cl)cc3)C2)cc1 (stereo not drawn),1,3,-4,18,11,28,-2,-27,-3
COc1ccc(C2C(C(=O)NCc3ccccc3)=C(C)Nc3ncnn32)cc1OC (stereo not drawn),-11,-6,4,6,6,2,-1,-5,-5
Cc1oc2c(CN3CCCC3)c(O)ccc2c(=O)c1-c1ccc(Cl)cc1,0,4,-4,9,16,5,-4,12,-5
CCOC(=O)C(C)Sc1nc2ccccc2c(=O)n1CC (stereo not drawn),2,-2,0,0,21,-16,3,-9,-3
COc1cccc(N/C=C(\C#N)c2ccc(OCCCF)cc2)c1,-2,8,-7,0,4,-2,0,-9,-5
CNC(=O)c1nnn(-c2ccccc2)c1C(=O)NC,4,8,-10,5,11,2,-1,11,-8
COc1ccc2cc(CN(CC3COCCO3)S(=O)(=O)c3ccc(Cl)cc3)c(=O)[nH]c2c1 (stereo not drawn),2,-5,5,8,24,4,-15,29,-11
Cc1ccccc1Cn1cc(NC(=O)c2cc(-c3cccs3)on2)cn1,-3,2,-4,5,-5,-4,0,-17,-5
COc1cc(C2NC(=O)NC(C)=C2C(=O)OC(C)(C)C)ccc1OCC(N)=O (stereo not drawn),7,-2,0,8,5,17,5,21,-6
O=C(CSc1nnc(Cc2ccccc2)n1-c1ccccc1)NNC(=O)Cc1ccccc1,0,4,2,-1,9,11,-1,-8,-6
Cc1cccc(CSC2=NCCN2C(=O)c2ccc(Br)o2)c1,0,1,-4,18,8,-19,2,13,-3
COc1ccc(S(=O)(=O)N(C)CC(=O)N2CCC(C(N)=O)CC2)cc1,-8,17,-23,10,10,-10,0,-8,0
CC(=O)Nc1cccc(-c2nnc3n2CC(C)S3)c1 (stereo not drawn),-5,-6,4,-1,3,12,-4,2,-1
CCn1nccc1C(=O)Nc1ccc(Cl)cn1,11,8,-6,-2,1,-10,1,-1,-3
COc1ccc(-n2cnc3cc(NCc4ccccn4)ccc32)cc1,0,42*,-38,-1,5,0,5,-4,-9
OCCNCc1cc(Br)ccc1OCc1ccc(Cl)cc1Cl,8,/,/,11,/,/,0,18,-4
CC(C)CCNC(=O)C(c1ccco1)N(C(=O)Cn1nnc2ccccc21)c1ccc2c(c1)OCO2 (stereo not drawn),-4,-8,6,-1,13,0,-2,13,-5
Cc1ccc2c(c1)NC(=O)c1cccnc1N2,-3,0,5,7,-2,0,12,2,-7
CCN(CC)C(c1ccc(F)cc1)c1nnnn1CC1CCCO1 (stereo not drawn),0,7,-6,5,3,5,-1,14,-7
Cc1cc(C)n2nc(SCC3COc4ccccc4O3)nc2n1 (stereo not drawn),-1,-8,6,-5,2,-1,-3,5,1
NC(=O)c1ccccc1NC(=O)/C=C/C(=O)O,3,5,-3,17,-13,10,-1,1,0
COc1ccc(-c2nnn(Cc3nc(N)nc(N4CCOCC4)n3)n2)cc1OC,0,5,-8,2,6,5,-4,-31,1
CC1(C)N=C(N)NC(Nc2cccc(Br)c2)=N1,2,-6,6,1,-5,5,-2,-2,-2
O=Cc1c(Sc2ccccc2)nc2ccccn2c1=O,1,-13,14,1,-2,6,6,-31,-1

# Other entries follow.
Molecule,EphB4 antag,LYP act,PTPN22 inh 2,Rev-RRE block,PostGolgi ctrl,PostGolgi yeast,FAK inh,S1P2 blocker,S1P2 ag
S=C(NCCC(c1ccccc1)c1ccccc1)Nc1cccc(Cl)c1,-4,2,2,4,11,-2,2,-10,-2
COc1cccc(Cn2nnc(C(=O)NCc3ccc(F)cc3)c2N)c1,-5,-16,13,-3,9,-7,-6,1,-7
O=S(=O)(c1cccc(-n2cnnn2)c1)N1CCOCC1,-1,-13,10,5,-6,-4,0,24,-8
CCCOc1ccc(C(=O)N2CCCc3ccccc32)cc1,-4,2,0,13,16,5,0,-23,2
Cc1ccccc1C(=O)N1CCC(C(=O)O)CC1,0,0,1,4,0,1,1,-23,-7
Cn1sc(NC(=O)c2cccc(Cl)c2)nc1=O,3,-8,7,5,7,1,-4,7,-9
CCOc1ccccc1NC1c2ccccc2C(=O)N1c1ccc(C)cn1 (stereo not drawn),4,/,/,15,33*,-14,7,-161,-1
CC(C)(C)C(=O)Nc1ccc2oc(-c3cc(F)c(F)cc3Cl)nc2c1,-2,0,2,4,10,0,2,5,-7
O=C(Nc1ccc(Br)cc1)C1CC=CCC1C(=O)OCC1CCCO1 (stereo not drawn),3,6,-6,10,5,3,-2,-3,-6
CN(C)CCNCc1ccc(OC2CCCC2)cc1,2,4,-2,-2,15,11,0,19,-1
COC(=O)c1sc(NC(=O)CSc2nc3cccnc3n2C2CCCCC2)nc1C,-11,2,-3,-6,27,11,-7,-4,-5
O=C(Nc1ccc(Br)cc1F)C1CCN(c2nnc(-n3cccc3)s2)CC1,1,8,-9,3,-3,-7,-1,-8,-3
COC(=O)C1(CO)NC(c2cccs2)C2C(=O)N(c3ccccc3)C(=O)C21 (stereo not drawn),-11,-6,6,18,26,2,-3,6,-8
COc1ccc(CNC(=O)Cc2csc(Nc3nc(=S)[nH]c4ccccc34)n2)cc1,-3,12,-14,-7,19,0,0,-19,-3
O=C(NC1CC2CCCC(C1)N2C(=O)N1CCCCC1)C1CCCCC1 (stereo not drawn),4,-1,4,4,24,3,-1,9,-4
COc1cccc(/C=N/Nc2ncnc3scc(-c4ccccc4)c23)c1OC,-6,-3,4,14,17,10,-1,-11,7
COc1ccc(N2CCN(C(=O)CSc3nnc(-c4cc5ccccc5cc4O)n3C)CC2)cc1,4,-14,13,7,14,1,6,0,-4
OC1CCCN(Cc2ccc3ccc4cccc5ccc2c3c45)C1 (stereo not drawn),5,-4,4,6,-6,3,8,-6,-6
CCN(C(N)=S)c1ccccc1,-5,0,4,2,21,-6,-2,7,-11
Cc1c(C=NCCOCc2ccccc2)cnn1C,-2,-7,5,4,6,-7,-3,21,-5
CC1(C)CC(O)CC(C)(C)N1CC(O)COCCOc1ccc(Br)cc1 (stereo not drawn),-3,2,3,-1,18,5,0,-4,-6

# 3 compounds out of the list above, arranged by the number in FAK inh, descending:
smiles | EphB4 antag | LYP act | PTPN22 inh 2 | Rev-RRE block | FAK inh | S1P2 blocker | S1P2 ag
OC1CCCN(Cc2ccc3ccc4cccc5ccc2c3c45)C1 (stereo not drawn) | 5 | -4 | 4 | 6 | 8 | -6 | -6
CN(C)CCNCc1ccc(OC2CCCC2)cc1 | 2 | 4 | -2 | -2 | 0 | 19 | -1
Cn1sc(NC(=O)c2cccc(Cl)c2)nc1=O | 3 | -8 | 7 | 5 | -4 | 7 | -9

# Screening data from PubChem BioAssay.
